Screening results deposited in PubChem BioAssay by several laboratories.
hgDAF12 agonist: activates the H. glycines DAF-12 receptor ligand-binding domain. HEK293 GAL4-hgDAF12 UAS-luciferase reporter, agonist luminescence; normalized to butyrate control. activation, % at 6.8 µM. 1.8% of 370,000 active;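 active = activation above a cutoff set at the mean of all screened compounds plus 3 SD, cut at about 10% in these data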;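 also: 0% = DMSO wells and 100% = sodium butyrate wells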
hcDAF12 agonist: H. contortus DAF-12 activation, primary screen | HEK293 hcDAF-12 lit1-tk-luc reporter, luminescence; 0% DMSO, 100% Δ7-dafachronic acid | activation, % at 6.8 µM | AID 652067 | 1.4% of 370,000 active;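 active = activation above the mean of all tested compounds plus 3 SD, cut at about 5.5% in these data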;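 also: 100% = response to 3 µM Δ7-dafachronic acid high control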
Rev-erbA mod: modulators of human Rev-erb alpha DNA binding. 0.79% of 370,000 active. activity, % at 10 µM. P20393. Rev-erbα–FITC-DNA binding, fluorescence polarization, 90 min;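 active = activity above about 14%, limit read from the data; passing the limit was not always enough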;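 also: 0% = DMSO wells with 35 nM protein and 100% = DMSO wells with 750 nM protein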
Target sequence (P20393 whole entry, looked up): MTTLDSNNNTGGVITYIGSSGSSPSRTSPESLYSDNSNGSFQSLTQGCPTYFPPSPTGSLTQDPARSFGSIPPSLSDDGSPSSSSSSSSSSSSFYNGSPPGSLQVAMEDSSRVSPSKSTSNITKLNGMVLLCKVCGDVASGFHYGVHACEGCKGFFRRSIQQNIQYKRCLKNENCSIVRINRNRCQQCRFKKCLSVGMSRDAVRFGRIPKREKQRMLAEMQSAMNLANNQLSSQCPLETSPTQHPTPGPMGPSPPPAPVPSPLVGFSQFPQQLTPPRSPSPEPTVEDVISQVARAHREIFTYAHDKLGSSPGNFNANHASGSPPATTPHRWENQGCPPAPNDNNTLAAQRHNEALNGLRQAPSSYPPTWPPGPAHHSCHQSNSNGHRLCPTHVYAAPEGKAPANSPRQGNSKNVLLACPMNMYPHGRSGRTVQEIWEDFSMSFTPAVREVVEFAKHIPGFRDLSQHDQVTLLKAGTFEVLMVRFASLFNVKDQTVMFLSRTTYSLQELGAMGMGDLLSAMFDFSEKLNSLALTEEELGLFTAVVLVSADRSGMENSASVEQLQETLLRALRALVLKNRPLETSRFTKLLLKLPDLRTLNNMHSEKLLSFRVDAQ
DAX1 inh-1: inhibitors of human orphan nuclear receptor DAX1 (NR0B1) | P51843 | HEK293 Gal4-DAX1 luciferase reporter, luminescence | inhibition, % at 6.75 µM | 0.99% of 340,000 active | AID 504766;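 active = inhibition above the mean over all tested compounds plus 3 SD, cut at about 4.2% in these data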;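 also: 0% = DAX1-transfected cells with DMSO and 100% = empty-vector control cells with DMSO; inhibition shows as a rise in luminescence from relieved DAX1 repression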
MBD2 DNA inh: MBD2-methylated oligo binding inhibition; inhibition, % at 4.4 µM; Q9UBB5; 0.31% of 370,000 active; TR-FRET, MBD2 binding to methylated oligonucleotide; in the data active = inhibition above about 13%
Target sequence (Q9UBB5 whole entry, looked up): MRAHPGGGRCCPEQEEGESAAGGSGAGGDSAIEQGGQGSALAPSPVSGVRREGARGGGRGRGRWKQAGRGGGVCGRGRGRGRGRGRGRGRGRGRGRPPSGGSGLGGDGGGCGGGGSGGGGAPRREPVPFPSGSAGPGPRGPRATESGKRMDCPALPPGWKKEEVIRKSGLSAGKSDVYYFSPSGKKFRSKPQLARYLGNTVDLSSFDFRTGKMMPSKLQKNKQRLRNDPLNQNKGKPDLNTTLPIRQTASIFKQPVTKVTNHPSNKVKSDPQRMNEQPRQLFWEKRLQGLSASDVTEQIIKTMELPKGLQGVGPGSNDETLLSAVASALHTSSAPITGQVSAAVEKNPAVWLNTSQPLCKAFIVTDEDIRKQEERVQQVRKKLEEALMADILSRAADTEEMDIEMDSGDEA
PLCb3 inh: inhibitors of human phospholipase C beta3; Q01970; Purified PLC-beta3, fluorogenic substrate, fluorescence; inhibition, % at 12.2 µM; 0.18% of 370,000 active; in the data active = inhibition above about 11%;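 also: 0% = median of compound wells on plate and 100% = full blocker control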
ssDAF-12 act: activators of S. stercoralis DAF-12 nuclear receptor; HEK293 ssDAF-12/GRIP1 lit1-tk-luc reporter, luminescence; % of 3 µM dafachronic acid response; activation, % at 6.8 µM; 1% of 370,000 active;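 active = activation above the mean over all tested compounds plus 3 SD, cut at about 0.9% in these data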;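 also: 0% = DMSO-only wells and 100% = 3 µM delta7-dafachronic acid wells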
SMARCA2 activ: activators of SMARCA2 function. AID 652017. 1% of 370,000 active. MG213 cells, MMTV-luciferase reporter, dexamethasone, overnight. activation, % at 9.1 µM; in the data active = activation above about 7.8%;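 also: 0% = vehicle wells and 100% = reference activator wells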
DAX1 inh-2: blocks DAX1 repression of SF-1 activated StAR promoter; HEK293T StAR-luciferase reporter, SF-1/DAX-1 repression relief; inhibition, % at 6.8 µM; 1.1% of 370,000 active; AID 652010;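 active = inhibition above the mean over all tested compounds plus 3 SD, cut at about 3.6% in these data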;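 also: 0% = DAX-1 cells with DMSO and 100% = cells lacking DAX-1 with DMSO; higher inhibition means more luminescence from relief of DAX-1 repression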
PLCg1 inh: PLC-gamma1 (human) inhibition, primary screen; P19174; purified PLC-gamma1, fluorogenic substrate, fluorescence; inhibition, % at 12.2 µM; 0.84% of 370,000 active; in the data active = inhibition above about 9.5%
ADAM17 inh: ADAM17 inhibition, QFRET primary screen | P78536 | recombinant ADAM17, EDANS/DABCYL FRET peptide cleavage | inhibition, % at 6.95 µM | 0.83% of 370,000 active;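 active = inhibition above the mean of compounds lying between control limits plus 3 SD, set per campaign, cut at about 8.5% in these data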;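 also: 0% = DMSO-only wells as the low control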
An asterisk follows results filed as active; i = inactive; nt = no result given.

nr	Molecule	hgDAF12 agonist	hcDAF12 agonist	Rev-erbA mod	DAX1 inh-1	MBD2 DNA inh	PLCb3 inh	ssDAF-12 act	SMARCA2 activ	DAX1 inh-2	PLCg1 inh	ADAM17 inh
1	CC(C)[C@@H](C(=O)NC1CC1)N1C(=O)N2CCc3c([nH]c4ccccc34)[C@@]2(C)C1=O	-2.4	0.6	3	-0.5	-2	3	-0.4	-1	-1.5	2	-1
2	COc1ccc(CN2C(=O)c3cccc4cccc(c34)C2=O)cc1	0.0	0.4	23*	1.7	3	-7	0.1	-4	0.1	0	-5
3	COc1ccc(-n2cnc3cc(C(=O)NCC4CCCO4)ccc32)cc1 (stereo not drawn)	-1.1	-0.8	4	1.3	-3	-2	-1.6	-2	-0.1	2	-4
4	O=C(Nc1cccc(-c2nc3cccnc3s2)c1)c1ccc(Cl)nc1	6.3	1.1	-6	2.0	-2	-8	-0.5	1	0.4	-4	-2
5	O=C(OCN1C(=O)c2ccccc2C1=O)c1cccc(OC(F)F)c1	0.0	-0.5	-5	2.0	1	-5	-1.1	-2	-0.1	-3	0
6	N#CCCCSc1ncccc1-c1nc2ccccc2[nH]1	3.5	0.1	-1	0.5	0	-18	-1.0	3	-0.6	-15	-7
7	Cc1ccc(-n2nc(C)c3c(C)c(CCC(=O)Nc4ccc(CN5CCCC5)cc4)c(C)nc32)cc1	1.6	0.5	-9	-3.2	0	-77	-0.6	1	0.3	-49	-43
8	Cc1ccsc1/C=C1/CN(C)Cc2c1nc1ccccc1c2C(=O)O	-0.2	1.1	-2	0.7	-8	-78	-0.6	-2	0.5	-44	-22
9	C=C(C)Cn1c(CCNC(=O)c2ccco2)nc2ccccc21	-0.1	1.4	-2	1.1	-2	-4	-0.5	0	0.0	1	1
10	O=C(NC1CCCC1)C(c1ccncc1)N(Cc1cccs1)C(=O)c1csnn1 (stereo not drawn)	-3.0	1.0	-2	0.4	-2	-4	-1.5	-1	-0.6	1	0
11	COc1ccc(OCCCC(=O)NCCc2ccccc2)cc1	0.5	-2.9	-2	-1.2	-7	4	-0.4	18*	-0.2	3	2
12	COc1cc(C2NC(C(=O)O)Cc3c2[nH]c2ccccc32)cc(OC)c1OC (stereo not drawn)	1.3	1.9	0	-1.6	0	-24	-0.4	0	-0.6	-10	-15
13	Cc1cc(=O)[nH]c(SCC(=O)Nc2nnc(SCc3ccccc3)s2)n1	0.3	-1.5	-7	-0.2	1	-1	-0.2	2	-0.7	-2	0
14	COc1ccc(NC(=O)CN(C2CCCCC2)S(C)(=O)=O)cc1Cl	-1.9	3.9	-1	0.2	4	0	-0.7	-2	-0.5	0	-2
15	O=C(NCCc1ccccc1)C1CCC(=O)N(Cc2cccc(C(F)(F)F)c2)C1 (stereo not drawn)	1.6	-0.5	0	-0.4	8	-7	-0.6	0	-1.9	5	-3
16	Cc1nn(-c2ccccc2)c(C)c1C(=O)OC(C)C(=O)NC1CCCCC1C (stereo not drawn)	-3.5	-2.9	8	-1.8	6	-1	-1.6	-3	-3.8	2	-5
17	Cc1ccc(S(=O)(=O)N2CCN(CC(=O)N/N=C/c3ccc(Br)s3)CC2)cc1	-1.1	-3.6	-2	-0.5	-5	1	-1.5	-3	-0.6	2	7
18	COc1ccc([C@@H]2[C@@H]3C(=O)N(C(C)(C)C)C(=O)[C@@H]3[C@]3(Cc4ccc(Cl)cc4)C(=O)N(c4cccc(C)c4)C(=O)N23)cc1	3.1	-1.3	-5	0.8	-1	-3	-1.5	2	0.1	-3	-5
19	CCCNC(=O)C1CCC(CNS(=O)(=O)c2cccc3nsnc23)CC1 (stereo not drawn)	2.1	-1.8	-1	0.8	-1	0	-0.6	-1	-1.4	0	-3
20	COc1ccc(C(CNC(=O)c2ccc(S(=O)(=O)Nc3ccccc3C)cc2)N2CCOCC2)cc1 (stereo not drawn)	-1.1	-0.6	-1	0.1	-1	-3	-1.1	-1	0.7	2	-2
21	COc1ccc(/C=C/c2cc(C(=O)O)c3ccccc3n2)cc1	13*	6.0*	-5	-0.1	-2	i	1.0*	3	4.5*	i	-31
22	O=C(Nc1ccc(F)cc1)N1CCN(C(=O)C2CCCO2)CC1 (stereo not drawn)	-0.1	-0.5	0	-0.1	8	-3	-0.9	-2	-1.6	5	-8
23	Cc1cc(NC(=O)CSCC(=O)N(C)Cc2ccc(Cl)c(Cl)c2)no1	-1.9	1.5	2	0.1	-3	3	-0.5	2	-1.1	4	2
24	CCC(=O)N1CCN(c2ccc(NC(=O)c3c(F)c(F)c(OC)c(F)c3F)cc2)CC1	-1.7	0.5	-1	0.6	-4	5	-1.3	1	1.0	0	-3
25	CN(c1ccccc1)S(=O)(=O)c1ccc(C(=O)Nc2nnc(C3CC3)s2)cc1	6.5	0.5	7	0.5	7	-11	-1.6	-6	0.1	1	-6
26	Cc1ccc(-n2cc(CNCCn3nc(C)cc3C)c(-c3ccc(F)cc3)n2)cc1	1.6	-1.8	0	1.7	1	4	-0.7	-1	-0.7	9	4
27	COC(=O)C1=C(C)NC(C)=C(C(=O)OC)C1c1ccc(C)o1	-1.2	-1.1	-2	nt	-5	-20	-1.1	1	0.0	-13	-5
28	O=C(Nc1ccccc1)Nc1ccc2nnsc2c1	6.0	1.1	-2	2.9	2	-10	-0.7	2	0.2	1	-4
29	COc1ccc(C(=O)NCc2nnc(SCC(=O)N3CCCC3)o2)cc1OC	1.0	1.7	-2	0.6	-7	-8	-1.2	-3	-1.1	-2	-8
30	CCN1C(=O)N[C@@H](c2cccc(C(F)(F)F)c2)C(C(C)=O)=C1C	2.7	-0.8	-4	2.6	3	4	-0.8	0	-0.3	2	-2
31	S=C(NCCN1CCCCC1)Nc1ccccc1	4.7	-0.3	2	1.1	9	3	-1.1	7	-0.2	10*	-37
32	Cc1occc1-c1nnc(SCC(=O)NC(C)(C)C)n1C(C)c1ccccc1 (stereo not drawn)	-0.9	-1.3	3	-0.3	2	2	-0.8	-1	0.3	3	-4
33	CN(C1CCCCC1)S(=O)(=O)c1cc2c3c(c1)CCN3C(=O)CC2	-1.6	-0.9	-5	1.2	3	-3	-0.2	-2	0.4	-2	-3
34	C/C(=C/c1ccccc1)C(=O)N1CCN(c2ccccc2F)CC1	1.1	2.6	-1	2.3	-10	-7	-1.0	-4	0.3	4	1
35	CCOC(=O)N1CCN(CC(O)COCc2ccc(Cl)cc2)CC1 (stereo not drawn)	-1.3	-0.3	-1	0.1	-1	7	-0.9	-2	0.3	5	0
36	CCc1cccc(NC(=O)Cn2c3[n+](c4ccc(C(F)(F)F)cc42)CCCCC3)c1	-5.0	0.5	2	-0.6	4	4	-0.7	-2	-0.2	4	-1
37	COc1ccc(CC(NC(C)=O)C(=O)NC2CCN(C(=O)c3ccncc3)CC2)cc1OC (stereo not drawn)	0.4	1.1	-2	-0.5	-4	2	-0.7	-4	0.7	7	-4
38	Cc1[nH]c2ccc(C(=O)NCCN3CCOCC3)cc2c1C	0.3	-1.3	-3	0.4	-4	-22	0.1	-2	-0.1	-7	-8
39	COc1ccc(C(=O)c2c(-c3ccc(OC)cc3)oc3ccccc23)cc1	2.8	0.3	1	-0.3	6	-196	-1.1	-1	-0.6	-136	-4
40	O=C(NCc1ccccn1)Nc1ccc(F)cc1F	-1.7	0.0	4	-0.7	-2	3	-0.8	-2	0.5	7	3

Grouped by structure: those above containing a CF3 group
nr	Molecule	hgDAF12 agonist	hcDAF12 agonist	Rev-erbA mod	DAX1 inh-1	MBD2 DNA inh	PLCb3 inh	ssDAF-12 act	SMARCA2 activ	DAX1 inh-2	PLCg1 inh	ADAM17 inh
15	O=C(NCCc1ccccc1)C1CCC(=O)N(Cc2cccc(C(F)(F)F)c2)C1 (stereo not drawn)	1.6	-0.5	0	-0.4	8	-7	-0.6	0	-1.9	5	-3
30	CCN1C(=O)N[C@@H](c2cccc(C(F)(F)F)c2)C(C(C)=O)=C1C	2.7	-0.8	-4	2.6	3	4	-0.8	0	-0.3	2	-2
36	CCc1cccc(NC(=O)Cn2c3[n+](c4ccc(C(F)(F)F)cc42)CCCCC3)c1	-5.0	0.5	2	-0.6	4	4	-0.7	-2	-0.2	4	-1

Structures from the list above that contain a Cl atom (five):
nr	Molecule	hgDAF12 agonist	hcDAF12 agonist	Rev-erbA mod	DAX1 inh-1	MBD2 DNA inh	PLCb3 inh	ssDAF-12 act	SMARCA2 activ	DAX1 inh-2	PLCg1 inh	ADAM17 inh
4	O=C(Nc1cccc(-c2nc3cccnc3s2)c1)c1ccc(Cl)nc1	6.3	1.1	-6	2.0	-2	-8	-0.5	1	0.4	-4	-2
14	COc1ccc(NC(=O)CN(C2CCCCC2)S(C)(=O)=O)cc1Cl	-1.9	3.9	-1	0.2	4	0	-0.7	-2	-0.5	0	-2
18	COc1ccc([C@@H]2[C@@H]3C(=O)N(C(C)(C)C)C(=O)[C@@H]3[C@]3(Cc4ccc(Cl)cc4)C(=O)N(c4cccc(C)c4)C(=O)N23)cc1	3.1	-1.3	-5	0.8	-1	-3	-1.5	2	0.1	-3	-5
23	Cc1cc(NC(=O)CSCC(=O)N(C)Cc2ccc(Cl)c(Cl)c2)no1	-1.9	1.5	2	0.1	-3	3	-0.5	2	-1.1	4	2
35	CCOC(=O)N1CCN(CC(O)COCc2ccc(Cl)cc2)CC1 (stereo not drawn)	-1.3	-0.3	-1	0.1	-1	7	-0.9	-2	0.3	5	0

Further entries
nr	Molecule	hgDAF12 agonist	hcDAF12 agonist	Rev-erbA mod	DAX1 inh-1	MBD2 DNA inh	PLCb3 inh	ssDAF-12 act	SMARCA2 activ	DAX1 inh-2	PLCg1 inh	ADAM17 inh
41	S=C(Nc1ccc2nccnc2c1)N1CCCC1	4.7	2.9	-4	0.6	3	-47	-1.0	4	0.3	-39	-9
42	O=C(CSc1nnc(-c2c[nH]c3ccccc23)o1)NCC1CCCO1 (stereo not drawn)	-0.4	-0.6	-7	1.0	-1	-2	-1.0	-3	-0.9	3	1
43	Cc1ccc(C(C)(C)C)cc1S(=O)(=O)N1CCC(C(=O)N2CCN(c3ccc(O)cc3)CC2)CC1	-3.1	-2.9	-2	-1.0	2	-5	-1.7	-4	-3.3	-1	2
44	Cc1cc(O)c(C(C)C)cc1NC(=O)Cn1nc(C)c2ccccc2c1=O	0.3	0.0	0	-1.4	2	-1	-1.5	-4	0.6	2	0
45	CN(C)c1ccc(C(=S)N2CCCCCC2)cc1	-1.0	0.9	-2	-0.7	-4	-4	-1.4	2	-0.4	-5	1
46	CC(C)=C1SC(N2CCN(c3ccc(Cl)cc3)CC2)=NC1=O	-2.7	-4.5	3	-0.5	1	2	-1.8	-3	-0.6	3	1
47	N#Cc1cccc(S(=O)(=O)NCC(=O)OCC(=O)c2ccc[nH]2)c1	-2.0	-0.2	0	0.1	0	-8	-0.8	1	0.1	-2	-3
48	COC(=O)C[C@H]1CC[C@H]2[C@H](COc3ccc(NS(=O)(=O)c4ccccc4C)cc3C(=O)N2C)O1	-1.7	-2.1	-2	nt	3	1	-1.1	-5	-0.9	1	-1
49	Cc1cc(C)n(CCNCc2c(C(=O)N3C[C@@H](C)O[C@@H](C)C3)nc3ccc(Cl)cn23)n1	0.5	-1.2	1	0.6	-1	3	-1.4	-1	0.4	2	-1
50	O=C(NCc1cccc(Cl)c1)C1CCC(=O)N(CCCN2CCOCC2)C1 (stereo not drawn)	3.7	-0.3	9	0.7	-2	-6	-0.9	-2	-0.3	-6	-2
51	Cc1ccc(S(=O)(=O)N2CCC(C(=O)OC(C)C(=O)N3CCOCC3)CC2)cc1 (stereo not drawn)	0.8	1.1	-2	-0.5	-2	-5	-1.4	-2	1.9	1	3
